USP1-UAF1 inh – inhibitors of human USP1/UAF1 deubiquitinase; Potency, µM (series often up to 57.1 µM), inactives show top-dose activity change, negative = inhibition, hits mostly inhibitors; O94782; recombinant USP1/UAF1, Ub-Rhodamine cleavage fluorescence; hit rate 0.23% among 390,000; AID 743255; note: potency is the fitted concentration of half-maximal effect; % is set by controls: 0 for no effect and ±100 for the full control effect; nearly all actives have a fitted effect of over 60% in size; inactives centre near -12
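USP1/UAF1 complex at 1 nM was preincubated with compound for 15 min at room temperature, then Ub-Rho substrate (150nM final) was added. Fluorescence (480/540 nm) was read kinetically, 6 reads every 60 seconds.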
LDHA inh – blocks human lactate dehydrogenase A | P00338 | purified LDHA, NADH/diaphorase-resazurin fluorescence; hits give low values | activity change, % (values are at about 110 or 230 µM) | hit rate 0.15% among 480,000 | AID 1347041; in the data active = activity change below about -30%; inconclusive = mostly about -25% to -30%;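 note: plate controls were DMSO wells for no effect and wells without enzyme for full effect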
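Resorufin fluorescence (ex540/em590), read at 0 and 20 min after diaphorase/resazurin addition, reports the NADH left after a 5 min room-temperature reaction of 2 nM human LDH5 with 0.06 mM NADH and 0.2 mM pyruvate.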
TrxR1 substrate – is turned over as a substrate by rat TrxR1; hit rate 0.01% among 390,000; purified TrxR1 substrate turnover, NADPH consumption readout; O89049; Potency, µM (highest dose often 114 µM), for inactives: at the highest dose activity change, negative = substrate turnover; note: potency is the fitted concentration of half-maximal effect; % is set by controls: 0 for no effect and ±100 for the full control effect; nearly all actives have a fitted effect of over 50% in size
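Rat TrxR1, dispensed at 90 nM, was prereduced with 400 uM NADPH (final) for 5 min at ~22 deg C, then incubated with compound 15 min before 400 uM selenite. A first-read NADPH fluorescence drop versus no-compound background flagged substrates.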
PI4K2A block – inhibitors of human PI4K2A; hit rate 0.13% among 420,000; activity change, negative = inhibition, % at 76.9 µM; purified PI4K2A, ADP-Glo luminescence, 1 h; hits give low values; in the data active = activity change below about -50%; inconclusive = mostly about -30% to -49%;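 note: -100% = wells without enzyme as full effect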
Target sequence (Q9BTU6 whole entry, looked up): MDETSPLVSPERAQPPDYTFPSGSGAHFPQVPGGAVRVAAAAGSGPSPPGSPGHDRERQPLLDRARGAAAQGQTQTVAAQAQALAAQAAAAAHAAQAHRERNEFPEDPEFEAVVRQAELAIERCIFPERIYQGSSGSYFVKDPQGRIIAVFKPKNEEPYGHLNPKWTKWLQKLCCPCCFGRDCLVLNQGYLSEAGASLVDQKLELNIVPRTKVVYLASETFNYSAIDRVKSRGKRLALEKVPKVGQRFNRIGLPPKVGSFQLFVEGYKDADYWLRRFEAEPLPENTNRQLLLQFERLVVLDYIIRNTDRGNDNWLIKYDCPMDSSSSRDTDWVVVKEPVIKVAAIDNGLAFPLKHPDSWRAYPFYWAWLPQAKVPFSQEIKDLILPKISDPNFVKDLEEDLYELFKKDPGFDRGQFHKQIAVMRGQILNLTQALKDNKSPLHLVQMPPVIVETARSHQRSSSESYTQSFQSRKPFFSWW
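PI4K2A activity was measured by ADP-Glo luminescence: enzyme (4 ug/mL stock) and phosphatidylinositol (1.2 mM stock) in Tris pH 7.5/MgCl2/EGTA/Triton X-100 buffer were reacted with ATP (300 microM stock) for one hour at ambient temperature.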
Vif-A3F inh – inhibitors of Vif-A3F interaction | Potency, µM (top dose mostly 46.1 µM), inactives show top-dose activity, negative = active | AID 602313 | HeLa A3F-eYFP + Vif (tagged APOBEC3F with the HIV-1 protein that degrades it), YFP fluorescence increase | hit rate 0.2% among 390,000; note: potency is the fitted concentration of half-maximal effect; % of control where 0% means no effect; nearly all actives have a fitted effect of over 65% in size
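HeLa cells stably expressing Vif plus C-terminally eYFP-tagged A3F were seeded, incubated overnight at 37 deg C, dosed with compound, incubated overnight again at 37 deg C. Yellow fluorescence (Ex 488/Em 500-530) reported blocked Vif-mediated A3F-eYFP degradation.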
RXFP1 agonist – activates the human relaxin receptor RXFP1 | HEK293T-RXFP1 cAMP TR-FRET, 30 min; response scale: percent of porcine relaxin response, buffer zero | AID 2676 | hit rate 0.3% among 370,000 | Potency, µM (highest dose often 57.5 µM), for inactives: at the highest dose activation, usual class: activators | Q9HBX9; note: potency is the fitted concentration of half-maximal effect; % is set by controls: 0 for no effect and ±100 for the full control effect; nearly all actives have a fitted effect of over 60% in size; many of its hits are not listed in these tables
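Agonist response is measured as cAMP accumulation in an RXFP1-transfected HEK293T line under PDE4 inhibition. Values are scaled between buffer-only and 29 nM porcine relaxin, and EC50s come from standard Hill equation fits.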
Vif-APOBEC3G blk – blocks the Vif interaction with human APOBEC3G; Q9HC16; HeLa A3G-eYFP + Vif (tagged APOBEC3G with the HIV-1 protein that degrades it), YFP fluorescence, overnight; Potency, µM (series often up to 46.1 µM), for the others: at the top dose activity, negative = active, usual class: inhibitors; hit rate 0.076% among 410,000; AID 602310;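 note: potency is the fitted concentration of half-maximal effect; % is set by controls: 0 for no effect and ±100 for the full control effect; nearly all actives have a fitted effect of over 60% in size; hits raise eYFP signal because A3G escapes Vif-driven loss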
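HeLa cells stably expressing Vif and C-terminally eYFP-tagged A3G, seeded overnight at 37 deg C, then exposed to compound by pintool overnight at 37 deg C. Rise in yellow fluorescence (Ex 488/Em 500-530, Acumen) marks blocked Vif-driven A3G degradation.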
mIDH1 inhibitor – inhibitors of human mutant IDH1 R132H; hit rate 0.093% among 390,000; IDH1-R132H enzyme, NADPH consumption, diaphorase/resazurin fluorescence; Potency, µM (highest dose often 76.6 µM), for the others: at the top dose activity change, negative = inhibition, actives largely listed as inhibitors; AID 602179; O75874; note: potency is the fitted concentration of half-maximal effect; % is set by controls: 0 for no effect and ±100 for the full control effect; nearly all actives have a fitted effect of over 65% in size
Target sequence (O75874 whole entry R132H, stated change not applied): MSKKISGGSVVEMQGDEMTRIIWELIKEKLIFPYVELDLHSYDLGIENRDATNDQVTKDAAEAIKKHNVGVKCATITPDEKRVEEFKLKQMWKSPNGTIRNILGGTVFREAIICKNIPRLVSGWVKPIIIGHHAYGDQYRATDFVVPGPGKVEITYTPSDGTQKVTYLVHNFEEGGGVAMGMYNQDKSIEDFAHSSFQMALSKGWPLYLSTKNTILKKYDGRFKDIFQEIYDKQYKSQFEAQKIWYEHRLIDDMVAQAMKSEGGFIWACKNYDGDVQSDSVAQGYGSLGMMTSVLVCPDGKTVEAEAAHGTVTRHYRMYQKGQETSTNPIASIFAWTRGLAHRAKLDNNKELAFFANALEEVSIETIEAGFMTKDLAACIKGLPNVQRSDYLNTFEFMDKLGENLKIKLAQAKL
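IDH1-R132H (0.5 ug/mL) preincubated 30 min with compound, then NADPH (0.016 mM) and alpha-KG (2 mM) added; 80 min at RT, pH 7.5. Remaining NADPH coupled via diaphorase/resazurin to fluorescence (540/590 nm); concentration-response curves normalized to no-enzyme control.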
Glioma ERSR ind – ER stress response induction in glioma; U87-MG GRP78 promoter luciferase reporter, 16 h; Potency, µM, for the others: at the highest dose activation, usual class: activators; hit rate 0.02% among 420,000; AID 602332; note: potency is the fitted concentration of half-maximal effect; series mostly up to about 76 µM; % of control where 0% means no effect; nearly all actives have a fitted effect of over 35% in size
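Stably transfected U87-MG human glioma cells carrying a GRP78-based luminescent sensor were seeded at 1000 cells/well, pin-dosed with compounds and incubated 16 h. Luciferase reagent was then added, and end-point luminescence was read after 10 min at room temperature.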
Numbers without * were called inactive; ? = inconclusive; / = no result given; & = joins results of further samples; [ ] = dose if it differs, or a comment. Unless noted, calls come from the whole dose curve; as a rule, active = well fitted curve in the direction sought with a large enough effect; inconclusive = small, poorly fitted or top-dose-only effect, or another doubt; inactive = no such curve, though single readings can be large; an effect the other way counts as inactive or inconclusive. An excerpt; the hit share may differ from the screen's.

structure	USP1-UAF1 inh	LDHA inh	TrxR1 substrate	PI4K2A block	Vif-A3F inh	RXFP1 agonist	Vif-APOBEC3G blk	mIDH1 inhibitor	Glioma ERSR ind
CCOC(=O)N1CCC2(CC1)C(C#N)=C(N)OC1=C2C(=O)CCC1	-13%	-5	2%	2	0%	-1.9%	1%	0%	-7%
Cn1nnc2c(N3CCN(c4cccc(Cl)c4)CC3)ncnc21	-5%	-1	23%[57.1 µM]	-1	-10%	15%	1%	-18%	-2%
COc1c(-c2ccc(O)c(O)c2)oc2cc(O)cc(O)c2c1=O	-17%	13	1%	-2	-1%	3.1%	?	-7%	?
CC(=O)Nc1cc(C(=O)N2CCc3ccccc3C2)ccc1Sc1ccc(C)cc1	-1%	1	0%	-4	-5%	2.6%	0%	3%	-4%
COc1ccc(-n2nnnc2SCC(=O)Nc2ccccc2N2CCOCC2)cc1OC	-20%	0	2%	-1	1%	0.4%	-7%	4%	-6%
CCC(=O)NC(c1cccs1)c1ccc2cccnc2c1O (centres undefined)	-19%	9&7	-9%	-2	-16%	0.2%	0%	-25%	-1%
COc1ccc(N2C(=O)CC(SCC(=O)O)C2=O)cc1 (centres undefined)	-22%	-2	7%	1	-3%	-0.2%	4%	-2%	-6%
COc1cc(Cl)c(C)cc1NC(=O)c1nn(-c2ccc(C)cc2)c(=O)n(C)c1=O	?	-9	3%[57.1 µM]	0	0%	6.3%	3%	0%	-3%
O=c1cc(-c2ccccc2Cl)oc2c(NS(=O)(=O)c3cccc4nsnc34)ccc(O)c12	15%	4	6%[57.1 µM]	-5	-7%	-1.1%	-9%	-5%	-4%
COc1ccc(CC(=O)NCCc2csc(-c3cccc(C)c3)n2)cc1	-13%	-6	-1%[57.1 µM]	1	1%	2.1%	-1%	-8%	7%
CC1S/C(=N/N=C2CCC(C(C)(C)C)CC2)NC1=O (centres undefined)	-10%	-7	-7%	1	-1%	2.5%	-3%	4%	13%
Cc1ccc(C(=O)Nc2ccccc2C(=O)NCc2cccnc2)cc1	-6%	-12	-5%	3	2%	-0.2%	-2%	-1%	9%
O=C(COC(=O)c1ccc(O)cc1)Nc1cc(S(=O)(=O)N2CCCCCC2)ccc1Cl	6%	-9	/	-3	-5%	/	-18%	0%	-4%
C/C(Nc1ccc(Cl)c(Cl)c1)=C1/CCOC1=O	-23%	4	/	-2	-5%	/	3%	16%	0%
O=C(CN1C(=O)C2C3C=CC(C3)C2C1=O)NCC1COc2ccccc2O1 (centres undefined)	-3%	2	-5%	1	4%	0.3%	3%	-1%	3%
COc1ccc2cc(C(=O)CS(=O)(=O)c3ccccc3)c(=O)oc2c1	-17%	1	171%[activator]	-10	6%	4.8%	0%	15%	-2%
Cc1cc(NC(=O)C2C3C=CC(C3)C2C(=O)O)no1 (centres undefined)	-2%	1	6%	3	-8%	-1.7%	0%	12%	-2%
F[B-](F)(F)c1cnc2ccccc2c1	-12%	-18	2%	2	3%	/	-3%	-20%	-2%
O=C(O)c1c(-n2cccc2)sc2c1CCCC2	-7%	-4	5%[57.1 µM]	-2	2%	-1.4%	-1%	-8%	-5%
CCOc1ccc(NC(=O)CCCn2c(=S)[nH]c3ccsc3c2=O)cc1	-9%	2	0%[57.1 µM]	4	-9%	6.5%	-6%	3%	-3%
O=C(COC(=O)c1cc(=O)c2ccccc2o1)Nc1c(F)c(F)c(F)c(F)c1F	-9%	-1	-7%	4	3%	1.8%	-1%	8%	-3%
S=C1NCN(Cc2ccccc2)CN1	-6%	-4	4%	3	3%	2.3%	-3%	-1%	-4%
CCCc1nc2sc(C(=O)OCC)c(N)c2c2c1COC(C)(C)C2	-6%	-4	76%[activator][57.1 µM]	5	7%	4.5%	-1%	-4%	-5%
O=C(O)C(=O)/C(=C\c1ccsc1)c1ccc2ccccc2n1	-21%	8	-6%	-10	?	1.7%	0%	-5%	0%
CC(=O)NC(Cc1ccc(F)cc1)C(=O)O (centres undefined)	-11%	-3	2%	-1	-15%	0.3%	-4%	3%	-4%
COc1ccc(OCC(=O)Nc2c3c(nn2C(C)(C)C)CS(=O)(=O)C3)cc1	3%	13	-1%	0	-13%	-0.9%	-2%	1%	-2%
N#Cc1ccccc1Cn1cc(C#N)c2ccccc21	-2%	-1	-11%	-5	-7%	0.1%	-15%	4%	-3%
CCCc1c(C(=O)N/N=C/c2ccc(OCc3ccc(F)cc3)cc2)nnn1-c1nonc1N	-15%	-12	/	-3	1%	/	-2%	-3%	0%
Fc1ccc(C2=Nn3c(Cc4ccccc4)nnc3SC2)cc1	-5%	-10	7%	-1	-6%	2.9%	1%	-1%	0%
CCS(=O)(=O)c1c(Nc2ccc(F)c(Cl)c2)sc(C(=O)c2ccccc2)c1N	-21%	-3	-7%	-1	1%	0.1%	5%	-2%	-3%

Molecules shown so far that contain a tert-butyl group (two):
structure	USP1-UAF1 inh	LDHA inh	TrxR1 substrate	PI4K2A block	Vif-A3F inh	RXFP1 agonist	Vif-APOBEC3G blk	mIDH1 inhibitor	Glioma ERSR ind
CC1S/C(=N/N=C2CCC(C(C)(C)C)CC2)NC1=O (centres undefined)	-10%	-7	-7%	1	-1%	2.5%	-3%	4%	13%
COc1ccc(OCC(=O)Nc2c3c(nn2C(C)(C)C)CS(=O)(=O)C3)cc1	3%	13	-1%	0	-13%	-0.9%	-2%	1%	-2%

(continued)
structure	USP1-UAF1 inh	LDHA inh	TrxR1 substrate	PI4K2A block	Vif-A3F inh	RXFP1 agonist	Vif-APOBEC3G blk	mIDH1 inhibitor	Glioma ERSR ind
Cc1ccc(CN2CCC[C@]3(N[C@H](c4ccc(C)cc4)[C@@H]4C(=O)N(C)C(=O)[C@@H]43)C2=O)cc1	-16%	-5	/	-18	1%	/	-3%	-9%	-3%
CC(C)N1CCc2c(sc(NC(=O)CCc3ccccc3)c2C(N)=O)C1	-31%	3	12%	-8	-1%	-0.4%	2%	0%	-2%
CC12CC(NC(=O)N1c1cccc(C(=O)N3CCN(c4ccccn4)CC3)c1)c1ccccc1O2 (centres undefined)	-10%	-7	-9%	5	8%	0.6%	2%	-3%	-1%
O=C(CN1CCC(NC(=O)C2CC2)CC1)Nc1cccc(F)c1	-16%	-12	6%	0	-3%	2.2%	0%	-3%	-3%
CC(=O)Nc1ccc(OCCOc2ccc(/C=C3\C(=N)N4N=C(C(C)C)SC4=NC3=O)cc2)cc1	-15%	-2	-3%	-4	0%	3.5%	-7%	2%	-3%
CC(C)(C)Cn1c(=O)[nH]c(=O)c2cc([N+](=O)[O-])cnc21	-15%	-24	-1%	-8	2%	1.2%	-3%	0%	-2%
O=C(OCC(=O)c1ccc[nH]1)c1ccc(Cl)nc1	-16%	-4	-1%[57.1 µM]	-2	-11%	3.4%	-1%	-9%	-2%
Cc1[nH]c2ccccc2c1C(=O)/C=C\c1ccccc1Cl	-11%	-3	-9%	-3	-16%	1.3%	?	11%	-4%
CCN(CC)S(=O)(=O)c1ccc(SCC(=O)c2c(N)n(C3CC3)c(=O)[nH]c2=O)nc1	-13%	1	/	1	1%	/	-4%	-5%	-1%
CN1CCN(C(=O)/C(=C/c2cn(S(=O)(=O)N(C)C)c3ccccc23)NC(=O)c2ccccc2F)CC1	-15%	-3	-4%	2	-2%	-0.3%	0%	-5%	-7%
O=C(O)c1cc(N/N=C/c2ccc(N3CCOCC3)cc2)ccc1Cl	-21%	5	-10%	-7	-8%	0.6%	-1%	1%	-15%
Cc1cc(C)n(Cc2cccc(F)c2)c(=O)c1C#N	-9%	-3	7%	-2	9%	1.4%	1%	3%	-6%
O=C(CSc1nnc(-c2ccco2)n1Cc1ccccc1)NC(=O)NCc1ccco1	-4%	-4	-9%	2	-13%	-0.2%	-1%	6%	-5%
Cc1c(C)c2c(OCC(=O)N[C@@H](Cc3ccccc3)C(=O)O)cc3c(c2oc1=O)CCC(C)(C)O3	-6%	-19	812%[activator]	-2	2%	9.4%	1%	-21%	-1%
CCCCC1Cc2[nH]c(=S)[nH]c(=O)c2C(c2ccc(F)cc2)O1 (centres undefined)	/	-10	/	3	/	/	-1%	/	-2%
Clc1ccc(CN2CCc3nc(N4CCN(c5ccccn5)CC4)ncc3C2)cc1	-27%	3	2%[57.1 µM]	-2	2%	14%	3%	-11%	-7%
CC1(C(=O)NS(=O)(=O)c2ccccc2)CCN1C(=O)CC1CCCC1 (centres undefined)	/	2	/	4	/	/	0%	/	-1%
Nc1ncnc2c1ncn2C1OC(CO)C(O)C1O (centres undefined)	0%	-2	2%[0.0914 µM]	-28	0%	14µM*	1%	-8%	-2%&-6%&-1%
Cc1nc(S(=O)(=O)Nc2ccccc2C(=O)NCC2CC2)cn1C	-22%	-6	33%	-3	-7%	-1.1%	-6%	3%	-9%
COc1ccc(/C=C/C(=O)N2CCC(c3nc4ccccc4o3)CC2)cc1OC	-21%	0	1%	-4	0%	-2.5%	0%	-4%	2%
C/C(=N/NC(=O)C(C)n1nc(C)c([N+](=O)[O-])c1C)c1ccc(OCC(N)=O)cc1 (centres undefined)	-14%	-5	-5%	-3	11%	3.6%	-6%	0%	4%

High-throughput results (PubChem)
